procasp3 activ = activates human procaspase-3 | activation, % at 8.5 µM | recombinant procaspase-3 D3A, Ac-DEVD-pNA absorbance 405 nm | 330,000 tested, 0.11% active | P42574;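 active means activation above the mean of all tested compounds plus 3 SD, cut at about 21% in these data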;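 further: 0% = DMSO alone and 100% = DMSO wells spiked with extra 5 µM PC-3 D3A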
Target sequence (P42574 whole entry D9A/D28A/D175A): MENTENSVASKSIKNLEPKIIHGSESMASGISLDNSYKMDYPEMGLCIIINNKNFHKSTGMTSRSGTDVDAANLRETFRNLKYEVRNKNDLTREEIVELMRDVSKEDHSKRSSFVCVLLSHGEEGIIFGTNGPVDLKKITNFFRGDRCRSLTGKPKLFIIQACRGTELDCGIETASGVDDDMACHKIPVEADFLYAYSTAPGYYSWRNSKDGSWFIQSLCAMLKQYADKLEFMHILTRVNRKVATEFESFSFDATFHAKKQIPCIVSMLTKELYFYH
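Assay system – Procaspase-3 D3A mutant · Benchmarks – DMSO low control, extra-enzyme high control · Technique – 405 nm absorbance of p-nitroaniline, reads at 0 and 120 min · Doses – 8.5 µM nominal · Measure – % activation between DMSO and enzyme-spiked controls · Also added – Ac-DEVD-pNA chromogenic peptide substrate · Schedule – 1 h compound preincubation, 2 h substrate hydrolysis at 25 °C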
procasp7 counter = activates human procaspase-7, counter-screen for procaspase-3 activators; recombinant procaspase-7, Ac-DEVD-pNA absorbance 405 nm; D23A/D198A/D206A triple mutant, cannot self-cleave; scale: DMSO 0, 5 µM enzyme 100; activation, % at 8.5 µM; 330,000 tested, 0.093% active; AID 463210;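 active means percent activation above the screen-wide mean plus 3 SD, cut at about 25% in these data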
Target sequence (P55210 whole entry D23A/D198A/D206A): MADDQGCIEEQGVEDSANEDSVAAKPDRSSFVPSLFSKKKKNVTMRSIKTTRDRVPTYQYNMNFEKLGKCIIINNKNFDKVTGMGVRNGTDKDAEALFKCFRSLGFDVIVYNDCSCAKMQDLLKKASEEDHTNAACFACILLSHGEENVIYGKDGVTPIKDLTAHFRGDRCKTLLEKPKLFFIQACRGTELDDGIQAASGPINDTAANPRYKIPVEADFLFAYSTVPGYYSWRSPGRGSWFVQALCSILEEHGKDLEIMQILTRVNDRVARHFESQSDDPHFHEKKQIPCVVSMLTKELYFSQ
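Test system: Procaspase-7 triple mutant (PC-7 D3A). Also added: Ac-DEVD-pNA substrate, 400 µM as added. Schedule: 1 h enzyme–compound preincubation and 2 h substrate reaction, both 25 °C. Signal: p-Nitroaniline absorbance at 405 nm, read at 0 and 120 min. Control set: low DMSO alone, high DMSO plus 5 µM PC-7.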
AGP1-GFP MLPCN = alters AGP1-GFP fluorescence in TOR pathway yeast screen; S. cerevisiae AGP1-GFP multiplex flow cytometry, 3 h; GFP as percent of DMSO wells; 320,000 tested, 0.02% active; AID 2066; GFP response vs DMSO, % at 10 µM;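 active means GFP response relative to DMSO above a set limit, near screen average plus 3 SD, cut at about 150% in these data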;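 further: median GFP channel fluorescence of the gated AGP1 strain per well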
AHR activator = human AHR activation. P35869. AHR-responsive luciferase reporter cells, luminescence. activation, % at 5 µM. 320,000 tested, 2.5% active. AID 2796; in the data active means activation above about 47%;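 further: 0% = vehicle wells and 100% = reference agonist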
CIT2-GFP yeast = yeast TOR pathway CIT2-GFP modulation; AID 2029; 320,000 tested, 0.065% active; GFP response vs DMSO, % at 10 µM; S. cerevisiae CIT2-GFP strain, flow cytometry, 3 h; 100 means same as DMSO wells;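 active means GFP response relative to DMSO above a set limit, near the screen mean plus 3 SD, cut at about 150% in these data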;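 further: ratio of well median GFP fluorescence to mean of DMSO wells on the plate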
LAP4 TOR yeast = alters LAP4-GFP fluorescence in TOR pathway yeast screen; S. cerevisiae LAP4-GFP multiplex, flow cytometry GFP, 3 h; median GFP as percent of DMSO wells; GFP response vs DMSO, % at 10 µM; 320,000 tested, 0.34% active;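 active means GFP response vs DMSO above a set limit, about the screen mean plus 3 SD, cut at about 150% in these data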
RPL19A-GFP yeast = modulators of TOR pathway RPL19A-GFP in S. cerevisiae; S. cerevisiae RPL19A-GFP strain, flow cytometry, 3 h; stronger effect = lower value; percent response vs DMSO, % at 10 µM; 330,000 tested, 0.3% active; AID 2025;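 active means percent response vs DMSO below 50%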;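 further: median channel GFP fluorescence of the barcoded RPL19A-GFP strain; ratio of sample median GFP to plate DMSO average so 100% = DMSO; lower means less RPL19A-GFP as with rapamycin TOR inhibition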
MEP2 TOR yeast = yeast TOR pathway MEP2-GFP modulation | GFP response vs DMSO, % at 10 µM | AID 2016 | 330,000 tested, 0.51% active | S. cerevisiae MEP2-GFP strain, flow cytometry GFP, 3 h; 100% = DMSO control level;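 active means GFP response versus DMSO above a set limit, roughly screen mean plus 3 SD, cut at about 180% in these data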;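 further: median GFP fluorescence of the barcode-gated MEP2-GFP cells per well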
An asterisk follows results filed as active; nt = not tested or not shown.

SMILES | procasp3 activ | procasp7 counter | AGP1-GFP MLPCN | AHR activator | CIT2-GFP yeast | LAP4 TOR yeast | RPL19A-GFP yeast | MEP2 TOR yeast
CCOC(=O)c1nn(-c2cccc(OC)c2)c2nc(Nc3ccccc3)cc(=O)n12 | -8 | 1 | 91 | 6 | 86 | 89 | 92 | 87
O=C(NCc1ccc(Cl)cc1)c1ccncc1 | 6 | 7 | 87 | 3 | 98 | 75 | 89 | 89
Cc1ccc(C)c(NC(=S)N/N=C/C(C)c2ccccc2)c1 (configuration not stated) | 3 | -13 | 108 | 7 | 103 | 105 | 102 | 105
Cc1ccc(NC(=O)CN(C)CC(=O)Nc2ccc(N3CCOCC3)cc2)c(C)c1 | -7 | 10 | 105 | 3 | 99 | 116 | 102 | 105
Cc1nc2cc(NC(=O)c3ccc(Br)s3)ccc2s1 | 13 | 3 | 86 | 31 | nt | 68 | 92 | 91
CCN(CC(=O)Nc1ccc(NC(C)=O)cc1)C(=O)/C=C/c1ccccc1 | -5 | -2 | 109 | -1 | 105 | 113 | 98 | 99
O=P(O)(O)C(O)C(F)(F)C(F)(F)C(F)(F)C(F)F (configuration not stated) | 1 | 0 | 97 | -4 | 99 | 100 | 102 | 102
O=C(CCN1C(=O)C2C3C=CC(C4CC34)C2C1=O)Oc1cccc2cccnc12 (configuration not stated) | -6 | -4 | 103 | 3 | 102 | 106 | 98 | 108
COc1ccc(NC(=O)COC(=O)Cn2cnc3ccccc3c2=O)cc1OC | 3 | 8 | 110 | 0 | 80 | 95 | 102 | 97
Cc1sc(NC(=O)Cn2cnnn2)nc1-c1ccc(Cl)cc1 | -4 | 8 | 99 | 11 | 102 | 101 | 93 | 98
COC(=O)c1ccccc1C(=O)N(Cc1cccnc1)CC1CCCN(C2CCCCC2)C1 (configuration not stated) | 8 | -6 | 105 | 3 | 101 | 93 | 100 | 93
CCCc1c(C)c2cccc(C)c2[nH]c1=O | 5 | 7 | 84 | -5 | 87 | 93 | 88 | 96
O=C(CCl)NC(Cc1c[nH]c2ccc(OCc3ccccc3)cc12)C(=O)O (configuration not stated) | -1 | -5 | 106 | 1 | 115 | 84 | 107 | 101
CCC(=O)N1CCCc2cc(S(=O)(=O)N3CCN(c4ccccc4F)CC3)ccc21 | 7 | 8 | 100 | 2 | 99 | 102 | 98 | 102
C[C@H](NC(=O)c1ccc(Cl)c(S(=O)(=O)N2CCOCC2)c1)c1nc2ccccc2[nH]1 | 3 | 18 | 98 | 8 | 95 | 95 | 93 | 100
Cc1cc(=O)[nH]c(SCc2ccc(Cl)cc2Cl)n1 | -1 | -7 | 103 | 0 | 103 | 98 | 102 | 101
COC(=O)c1scc(C)c1-n1ccc(C(=O)C(=O)N(C)C)c1 | -1 | 4 | 105 | -1 | 104 | 99 | 113 | 105
COC(=O)CSc1cc(C(=O)c2nccn2C)c2ccccc2n1 | -7 | -4 | 98 | 14 | 99 | 91 | 94 | 96
COc1ccc(C(C(=O)NC2CCCC2)N(C(=O)c2ccco2)c2cc3c(cc2C(C)=O)OCO3)cc1OC (configuration not stated) | -6 | -2 | 93 | 0 | 102 | 94 | 102 | 100
CC(C)n1c(=O)[nH]c2ccccc21 | 5 | -10 | 103 | 2 | 101 | 99 | 98 | 101
CCCc1cc(=O)n2[nH]c(C)nc2n1 | -4 | -7 | 89 | 0 | nt | 87 | 97 | 91
CCCCCc1ccc(OCCCC[n+]2ccccc2)c(CCCCC)c1 | -1 | 1 | nt | 0 | 91 | 107 | 84 | 95
COc1ccc(CNC(=S)Nc2cccc(C)c2C)cc1 | -1 | -5 | 97 | 4 | 110 | 107 | 100 | 108
CCCCCC(=O)Nc1ccc(-c2nnc3n2CCCCC3)cc1 | -1 | 3 | 96 | 2 | 96 | 94 | 100 | 105
COC(=O)CN1C(=S)N(c2ccc(Cl)cc2)C(=O)C1CC(=O)Nc1ccc(F)cc1 (configuration not stated) | 16 | 4 | 106 | 2 | 104 | 100 | 109 | 104

4 entries out of the list, arranged by count of non-hydrogen atoms, highest first.
SMILES | procasp3 activ | procasp7 counter | AGP1-GFP MLPCN | AHR activator | CIT2-GFP yeast | LAP4 TOR yeast | RPL19A-GFP yeast | MEP2 TOR yeast
COC(=O)c1ccccc1C(=O)N(Cc1cccnc1)CC1CCCN(C2CCCCC2)C1 (configuration not stated) | 8 | -6 | 105 | 3 | 101 | 93 | 100 | 93
COC(=O)CN1C(=S)N(c2ccc(Cl)cc2)C(=O)C1CC(=O)Nc1ccc(F)cc1 (configuration not stated) | 16 | 4 | 106 | 2 | 104 | 100 | 109 | 104
COC(=O)CSc1cc(C(=O)c2nccn2C)c2ccccc2n1 | -7 | -4 | 98 | 14 | 99 | 91 | 94 | 96
CCCc1cc(=O)n2[nH]c(C)nc2n1 | -4 | -7 | 89 | 0 | nt | 87 | 97 | 91

More records follow.
SMILES | procasp3 activ | procasp7 counter | AGP1-GFP MLPCN | AHR activator | CIT2-GFP yeast | LAP4 TOR yeast | RPL19A-GFP yeast | MEP2 TOR yeast
COc1ccc(S(=O)(=O)c2c(N)n(Cc3ccco3)c3nc4ccccc4nc23)cc1 | -1 | -12 | 88 | 12 | 88 | 95 | 92 | 96
Cc1cc(C)c(C#N)c(N2CCN(c3ccccc3)CC2)n1 | 8 | -5 | 91 | 10 | 94 | 106 | 99 | 108
Cc1ccc(C2(c3ccccc3)NC(=O)N(CC(=O)NCc3ccccc3)C2=O)cc1C (configuration not stated) | 14 | 2 | 100 | 0 | 99 | 93 | 97 | 97
CCOc1ccc(CN2CCNC(=O)C2CC(=O)NC2CCOCC2)cc1 (configuration not stated) | 4 | -3 | 97 | -2 | 101 | 90 | 103 | 105
COc1ccc(NC(=O)c2cc3ccccc3o2)cc1OC | 3 | 10 | 101 | -1 | 107 | 87 | 106 | 103
COc1ccc(OC)c(-c2nc(C(=O)NC3CCN(Cc4ccccc4)CC3)cc3c2[nH]c2ccccc23)c1 | 13 | -7 | 100 | 8 | 92 | 103 | 95 | 102
CCOC(=O)C1=C(C)NC(c2cccs2)C(=O)N1 (configuration not stated) | 5 | 9 | 113 | 5 | 110 | 94 | 110 | 111
CN(C)c1ccc(NC2=C(Cl)C(=O)c3ccccc3C2=O)cc1 | -23 | -38 | 94 | 135* | 102 | 97 | 103 | 104
CC1(C)Cc2nc(Cl)c(C#N)cc2CO1 | 8 | 9 | nt | -1 | 97 | 91 | 76 | 95
CC(=O)Nc1cccc(OCC(=O)Nc2ccc(F)cc2)c1 | 7 | 4 | 106 | 85* | 109 | 102 | 104 | 101
C=CCc1cccc2cc(C(=O)Nc3ccc(NC(C)=O)cc3)c(=O)oc12 | 4 | 4 | 100 | 17 | 96 | 109 | 98 | 99
CO/N=C(/CN1CCCCC1)c1ccc(Cl)cc1 | -10 | 10 | 105 | 0 | 100 | 116 | 98 | 107
c1ccc2c(C[C@@H]3CNCCN3CCC34CC5CC(CC(C5)C3)C4)cccc2c1 | 4 | -8 | 95 | 4 | 93 | 96 | 107 | 98
Cc1cc(Br)cc(Cl)c1OC(=O)c1cnccn1 | -3 | 2 | 97 | 1 | 107 | 90 | 104 | 104
COc1cccc(N2CCN(C(=O)CN(C)S(=O)(=O)c3ccc4c(c3)c(=O)n(C)c(=O)n4C)CC2)c1 | 11 | 6 | 94 | 1 | 101 | 92 | 100 | 103
COC(=O)[C@H](CCSC)NC(=O)Cn1cnc2c(SC)nc(N)nc21 | -2 | 9 | 95 | 0 | 101 | 87 | 94 | 90
CCOC(=O)C1CCN(c2ncnc3c2c(-c2ccccc2)cn3-c2ccccc2)CC1 | -2 | 5 | 98 | 1 | 92 | 100 | 101 | 103
O=C(NC(=S)Nc1ccccc1CO)C1CCCCC1 | 8 | 0 | 106 | 10 | 101 | 100 | 100 | 104
CC(C)CCNC(=O)CNC(=O)c1cccs1 | 5 | 7 | nt | 1 | 99 | 111 | 101 | 102
CCn1c(=O)cc(OCC(=O)Nc2nc(C)cs2)c2ccccc21 | 2 | -1 | 105 | 46 | 107 | 102 | 107 | 104
C=CCn1c(SCC(=O)Nc2nnc(CC)s2)nnc1-c1ccncc1 | 6 | -3 | 97 | 1 | 106 | 90 | 105 | 107
CCCCNC(=O)c1ccc(NC(C)=O)c(Cl)c1 | 1 | -3 | 107 | 1 | 96 | 109 | 99 | 97
O=C(CCc1nnc(-c2ccc3c(c2)OCO3)o1)NCCc1ccccc1F | 4 | -2 | 104 | 10 | 102 | 87 | 100 | 100
COc1cc(OC)cc(C(=O)NCC(=O)N2CCCCC2)c1 | 9 | 1 | 104 | 6 | 98 | 104 | 99 | 106
COc1cc(CC(=O)Nc2sc3c(c2C(N)=O)CCCC3)cc(OC)c1OC | 3 | 3 | 92 | 1 | 95 | 90 | 96 | 104
The listing continues.
SMILES | procasp3 activ | procasp7 counter | AGP1-GFP MLPCN | AHR activator | CIT2-GFP yeast | LAP4 TOR yeast | RPL19A-GFP yeast | MEP2 TOR yeast
CC(NC(=O)CSc1nc2ccccc2c(=O)n1CCCO)c1ccccc1 (configuration not stated) | -3 | 9 | 91 | 3 | 95 | 88 | 96 | 95
COc1cccc(/C=C/C(=O)c2cccc([N+](=O)[O-])c2)c1OC | 1 | -2 | 93 | 14 | 94 | 120 | 102 | 93
CC(C)(O)C(=O)NN(C(=O)c1ccccc1)c1ccc2ccccc2c1 | 8 | -7 | 104 | 7 | 108 | 94 | 99 | 99
COc1ccc(NC(=O)Nc2cc(F)ccc2C)cc1 | 11 | 5 | 101 | -6 | 109 | 103 | 101 | 99
Cc1ccccc1-c1nc(CN2CCSCC2)c(C)o1 | 0 | 5 | 87 | 1 | 81 | 84 | 97 | 93
Cc1cccn2c(=O)c3cc(C(=O)NC4CCCCC4C)n(C)c3nc12 (configuration not stated) | 3 | 9 | 107 | -5 | 114 | 102 | 103 | 102
COc1ccc(OCc2nn[nH]n2)cc1 | 0 | 14 | 103 | -3 | 109 | 91 | 102 | 100
Cc1cccc(C(=O)NCc2nnc(SCC(=O)Nc3nnc(C)s3)n2C)c1 | -6 | 4 | 99 | 0 | 109 | 97 | 101 | 106
CC(C)(C)c1ccc2c(c1)OC(C(=O)N/N=C/c1ccc([N+](=O)[O-])o1)CO2 (configuration not stated) | -8 | -18 | 83 | 0 | 76 | 113 | 95 | 85
N#Cc1c(N)nc2c(c1-c1ccc3c(c1)OCO3)CCc1ccccc1-2 | 16 | 30* | 88 | 20 | 87 | 107 | 102 | 107
Cc1ccc(NC(=O)CSCC(N)=O)cc1C | 2 | 4 | 101 | 3 | 103 | 108 | 100 | 105
CC(Sc1nccn1C)C(=O)c1c(N)n(C)c(=O)n(C)c1=O (configuration not stated) | 6 | 7 | 103 | -1 | 90 | 105 | 96 | 95
Cc1ccc(C(=O)N/N=C\c2ccc(Br)o2)o1 | -1 | 6 | 100 | 2 | 98 | 100 | 98 | 103
CCOC(=O)C(CC(=O)O)=C(c1ccccc1)c1ccccc1 | -6 | -4 | 102 | 2 | 103 | 93 | 103 | 103
Fc1ccc(Br)cc1SCCc1ccncc1 | 3 | 15 | 89 | 4 | 97 | 102 | 108 | 104
Cc1cc(C)c(S(=O)(=O)c2ccccc2)c(OC(=O)c2c(Cl)cc(Cl)cc2Cl)n1 | -1 | 26* | 94 | 3 | 102 | 97 | 99 | 100
CCOC(=O)/C(=N\Nc1ccccc1)P(=O)(c1ccccc1)c1ccccc1 | 3 | 4 | 109 | 0 | 96 | 111 | 99 | 101
CCN(CCCNC(=O)COc1cc(=O)n(C)c2ccccc12)c1ccccc1 | 0 | 8 | 103 | 6 | 99 | 100 | 101 | 103
